Screening results deposited in PubChem by several laboratories.
Calpain2 inh: inhibitors of pig calpain II, primary screen, biochemical, fluorogenic peptide substrate, 1536-well | inhibition, % at 16 µM | 220,000 tested, 0.37% active | AID 1236, 2008 | purified calpain II, 30 min;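 active = inhibition above about 50%, limit read from the data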
TRPML3 agonist: human TRPML3 channel agonists, primary screen, cell-based, HEK293 TRPML3-YFP, Fluo-8 calcium fluorescence, 3 µM; activation, % at 3 µM; Mucolipin-3 (Homo sapiens), Q8TDD5; 100% = the carbachol control signal; 220,000 tested, 0.29% active;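 active = activation above its plate's cutoff, the mean activation of the plate's test wells plus 3 SD, cut at about 12% in these data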;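 also: 0% = DMSO only wells and 100% = carbachol wells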
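Material: TRPML3-YFP stable HEK293 cells | Dosing: One concentration, 3 µM nominal, 0.3% DMSO | Timing: 125 s total fluorescence read per well | Technique: Fluo-8 calcium dye fluorescence, ex 470-495, em 515-575 nm | Measure: Percent activation from peak-to-basal fluorescence ratio, scaled between DMSO and carbachol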
EP2 modulator: EP2 receptor modulators, cAMP readout, primary screen, cell-based, HTRF cAMP, PGE2 stimulation. EP2-expressing cells, cAMP HTRF FRET, PGE2 co-stimulation. induction, % at 25 µM. 260,000 tested, 0.83% active;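 active = compounds whose cAMP rise, as percent of the full-agonist control response, exceeds 60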;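 also: rat C6 glioma line stably carrying human EP2 under a CMV promoter; the protocol text gives 20 µM as final concentration; 100% = response of wells given 1 µM PGE2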
zfTRPN1 agonist: zebrafish TRPN1 channel agonists, primary screen, cell-based, HEK293, calcium fluorescence; transient receptor potential cation channel N1 (TRPN1/NompC), Danio rerio; HEK293 zebrafish TRPN1-YFP, Fluo-8 calcium fluorescence; 100% = response to 87 µM carbachol; activation, % at 3 µM; 220,000 tested, 0.18% active;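 active = activation above its plate's cutoff, the mean activation of test wells on that plate plus 3 SD, cut at about 19% in these data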;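 also: 0% = DMSO alone and 100% = 87 µM carbachol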
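Material: zebrafish TRPN1-YFP in HEK293 cells; Doses: single test compound dose, 3 µM nominal, 0.3% DMSO; Timing: dye loading 1 h at 37 °C, then 30 min room temperature; Technique: intracellular calcium fluorescence with Fluo-8; Benchmarks: high carbachol 87 µM, low DMSO alone.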
PERK inhibitor: block of dimerizer-induced PERK translation repression, primary screen, PERK inhibitor project, CHO PERK-DD cells, SEAP luminescence, HTS; Eukaryotic translation initiation factor 2-alpha kinase 3 (Homo sapiens), Q9NZJ5; CHO PERK-DD fusion, SEAP luminescence translation reporter; inhibition, % at 5.6 µM; 220,000 tested, 0.17% active; AID 1416, 2008;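 active = inhibition above the mean inhibition of all tested compounds plus 3 SD, set separately per screening campaign, cut at about 2.9% in these data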;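 also: PERK kinase domain activated by AP20187 dimerizer at 100 nM; 0% = DMSO with dimerizer and 100% = rapamycin at 8.4 µM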
Target sequence (Q9NZJ5 whole entry, looked up, the tested form may be a part): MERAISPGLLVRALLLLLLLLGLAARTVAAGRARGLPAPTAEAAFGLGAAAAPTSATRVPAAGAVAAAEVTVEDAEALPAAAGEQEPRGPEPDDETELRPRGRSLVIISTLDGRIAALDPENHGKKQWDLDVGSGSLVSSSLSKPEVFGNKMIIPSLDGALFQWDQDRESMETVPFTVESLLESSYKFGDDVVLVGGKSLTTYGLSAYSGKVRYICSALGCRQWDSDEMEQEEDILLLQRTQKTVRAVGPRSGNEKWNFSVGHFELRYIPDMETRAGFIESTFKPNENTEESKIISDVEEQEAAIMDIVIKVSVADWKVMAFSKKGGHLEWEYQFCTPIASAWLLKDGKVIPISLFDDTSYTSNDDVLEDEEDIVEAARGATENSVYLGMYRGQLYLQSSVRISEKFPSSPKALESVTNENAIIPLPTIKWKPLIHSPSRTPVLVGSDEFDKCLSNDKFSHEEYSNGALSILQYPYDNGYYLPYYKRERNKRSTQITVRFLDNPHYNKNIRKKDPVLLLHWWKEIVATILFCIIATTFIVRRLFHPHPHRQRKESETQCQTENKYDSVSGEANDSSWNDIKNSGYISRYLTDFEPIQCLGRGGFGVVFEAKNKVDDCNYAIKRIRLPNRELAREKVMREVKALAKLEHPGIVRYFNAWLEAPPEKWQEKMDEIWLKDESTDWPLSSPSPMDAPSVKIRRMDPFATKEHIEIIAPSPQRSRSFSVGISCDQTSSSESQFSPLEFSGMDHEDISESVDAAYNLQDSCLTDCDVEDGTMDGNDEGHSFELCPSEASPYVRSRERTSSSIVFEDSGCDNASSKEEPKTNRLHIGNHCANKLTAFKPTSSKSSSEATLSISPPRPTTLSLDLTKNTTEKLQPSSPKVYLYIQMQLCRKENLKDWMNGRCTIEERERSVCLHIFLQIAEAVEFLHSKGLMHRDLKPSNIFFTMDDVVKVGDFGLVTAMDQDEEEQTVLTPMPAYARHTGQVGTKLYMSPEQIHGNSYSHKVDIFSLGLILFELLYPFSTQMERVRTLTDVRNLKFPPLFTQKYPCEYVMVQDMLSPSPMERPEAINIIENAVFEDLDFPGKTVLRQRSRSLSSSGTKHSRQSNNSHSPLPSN
Ba/F3 V617F tox: reduced viability of JAK2V617F-dependent Ba/F3 cells, primary screen, JAK2V617F inhibitor project, cell-based, Ba/F3 EpoR-JAK2V617F, luminescence | 220,000 tested, 1.1% active | AID 1446, 2008 | ATP luminescence | inhibition, % at 5.6 µM;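 active = inhibition above the campaign mean plus 3 SD over all tested compounds, cut at about 24% in these data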;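 also: cytokine-independent growth of Ba/F3 cells driven by EpoR plus mutant JAK2; 0% = DMSO-treated cells and 100% = JAK inhibitor I control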
BaF3 parental: parental Ba/F3 cell viability inhibition, counter-screen for JAK2V617F inhibitor project, murine pro-B, CellTiter-Glo luminescence; CellTiter-Glo ATP luminescence; inhibition, % at 5.6 µM; 220,000 tested, 1.1% active; AID 1486, 2009;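 active = inhibition above a per-campaign cutoff, the mean inhibition of all tested compounds plus 3 SD, cut at about 27% in these data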;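 also: 0% = DMSO wells and 100% = JAK Inhibitor I control wells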
S1P4 antagonist: S1P4 receptor antagonists, primary screen, cell-based; Sphingosine 1-phosphate receptor 4 (Homo sapiens), O95977; S1P4-expressing cells, antagonist mode, reporter read-out; inhibition, % at 4.98 µM; 220,000 tested, 0.26% active; AID 1510, 2009; in the data active = inhibition above about 29%;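 also: 0% = wells stimulated with agonist and 100% = vehicle wells without agonist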
S1P4 ag: S1P4 receptor agonists, primary screen, cell-based | Sphingosine 1-phosphate receptor 4 (Homo sapiens), O95977 | S1P4-expressing cell line, agonist reporter assay | activation, % at 4.98 µM | 220,000 tested, 0.35% active; in the data active = activation above about 11%;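 also: 0% = DMSO vehicle and 100% = reference agonist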
* = called active by the depositor; & = joins results of further samples.

| Structure | Calpain2 inh | TRPML3 agonist | EP2 modulator | zfTRPN1 agonist | PERK inhibitor | Ba/F3 V617F tox | BaF3 parental | S1P4 antagonist | S1P4 ag |
| --- | --- | --- | --- | --- | --- | --- | --- | --- | --- |
| CCNC(=S)N1CCn2cccc2C1c1ccc(F)cc1 (configuration not stated) | 1 | 1.7 | -40 | -0.4 | 0.6 | -3 | 5 | 18 | 0.9 |
| Cc1ccc2occ(C(c3nnnn3Cc3ccccc3)N3CCOCC3)c(=O)c2c1 (configuration not stated) | 3 | -0.1 | -6 | -0.1 | -0.9 | -3 | 2 | 11 | -0.5 |
| CNCC(C)COc1ccccc1OCc1ccccc1 (configuration not stated) | -6 | 0.5 | 8 | -2.8 | -0.2 | -3 | 3 | -11 | -0.1 |
| CCCCNC(=S)Nc1ccc(-c2nc3ccc(C)cc3s2)cc1 | -90 | 0.3 | 6 | 0.9 | 0.0 | 3 | 5 | -1 | -1.3 |
| COc1ccc(/C(C)=N/Nc2ccc(C(=O)O)cc2)cc1OC | 18 | 1.3 | 30 | 0.3 | 0.8 | -2 | 3 | -8 | -0.9 |
| CCC(=O)N(Cc1cc2cc(OC)ccc2[nH]c1=O)c1cccc(C)c1 | -65 | 1.1 | -8&-20 | 1.7 | -0.3 | -1 | 4 | 8 | -0.4 |
| CN(Cc1cccc(C(F)(F)F)c1)Cc1nc(-c2cnccn2)no1 | -14 | 0.1 | -22 | 0.1 | 2.4 | 0 | 8 | -12 | -1.2 |
| COc1ccc(CN2CCOCC2)cc1OC | 7 | 1.1 | 15 | 2.1 | 0.4 | -3 | -1 | 5 | -0.6 |
| c1ccc(Cn2c(SCc3nc4ccccc4s3)nnc2-c2ccco2)cc1 | -31 | -0.6 | -5 | -0.1 | -0.6 | -1 | -2 | 1 | 1.5 |
| NC1=NC2(CCCCC2)N(c2cccc(Cl)c2)C(N)=N1 | 15 | 0.4 | -33 | -1.3 | 1.3 | 68* | 70* | 0 | 0.4 |
| Cc1nc(NC(=O)CSc2cc(C)c3ccccc3n2)c(Cl)cc1Cl | 14 | 0.5 | 20 | -0.3 | 0.1 | -2 | 3 | -12 | -0.5 |
| CC(C)Cn1c(Br)nc2c1c(=O)n(CCC#N)c(=O)n2C | -25 | 1.7 | 21 | -0.4 | 0.4 | -4 | 3 | 3 | 0.6 |
| Cc1ccc(C(=O)CCC(=O)Nc2cccnc2)cc1C | -15 | 0.2 | 18 | -1.5 | 0.4 | -2 | 3 | 8 | 1.6 |
| O=C(CCC(=O)OCC(=O)c1ccccc1)Nc1cccc2cccnc12 | -9 | 0.1 | 2 | -2.9 | 2.0 | -4 | 1 | 5 | -0.2 |
| Cc1ccc(S(=O)(=O)Nc2ccc(-c3csc(-c4ccccc4)n3)cc2)cc1 | -9 | 0.0 | -3 | 0.8 | -0.1 | -4 | 3 | -5 | 0.3 |
| O=c1c(-c2ccc(Br)cc2)[n+]([O-])c2ccccc2n1OCc1ccccc1 | -21 | 0.9 | 17 | 0.1 | 0.1 | 2 | 2 | 11 | 0.4 |
| CCOC(=O)c1sc(NC(=O)c2cc3ccccc3o2)nc1C | -22 | 0.8 | -4 | 2.8 | 0.5 | 4 | 2 | -4 | 0.5 |
| COc1ccc(C2CC(=O)n3nc(C45CC6CC(CC(C6)C4)C5)nc3S2)cc1OC (configuration not stated) | -6 | -0.8 | -8 | 0.3 | 0.2 | 1 | 6 | -3 | -0.4 |
| Cc1ccc(-c2noc(CCC(=O)NCCN3CCOCC3)n2)cc1 | -8 | 0.6 | 25 | -0.9 | 1.0 | -2 | 5 | -1 | -0.9 |
| COc1ccc(C2CC3(O)CC(C#N)(C(=O)N3)C2(C#N)C#N)cc1 (configuration not stated) | -7 | 1.2 | 2 | 0.6 | 0.7 | -2 | -1 | -5 | -0.2 |
| Cc1cc(Cl)c(S(=O)(=O)Nc2ccc(S(=O)(=O)N3CCOCC3)cc2)cc1OCC(N)=O | -17 | 0.5 | 24 | 0.5 | 1.9 | -4 | 0 | 6 | 0.4 |
| CC(=O)c1c(C(C)=O)c(C)n(NC(=O)c2ccncc2)c1C | 17 | -0.1 | -13 | 0.5 | 0.4 | 1 | 7 | -5 | 1.2 |
| Cc1oc(C)c(C(=O)NCCCC(=O)O)c1C(=O)NCCCC(=O)O | -3 | -1.1 | 40 | -1.8 | 0.4 | 5 | 6 | 4 | 1.5 |
| O=C(CCCSc1nnnn1-c1ccccc1)c1ccc(F)cc1 | 5 | -0.5 | -10 | -0.5 | -0.6 | 0 | 0 | -6 | 1.5 |
| Cc1cc(C)nc(NC2=NC3CCCCC3N2)n1 (configuration not stated) | 8 | -0.4 | 13 | 1.1 | 0.5 | 0 | 0 | -15 | 0.4 |
| Cc1cc(C)cc(NS(=O)(=O)c2ccc(NC(=S)NC(=O)c3cccs3)cc2)c1 | -27 | 1.0 | -87 | 0.9 | -0.5 | 4 | 7 | -4 | 1.2 |
| COc1ccc(CC2(CO)CCN(C/C=C/c3ccccc3OC)CC2)cc1 | -22 | 0.9 | -53 | 1.5 | -0.1 | 1 | 2 | 5 | -0.3 |
| COc1ccc(-c2nn(C)c(=O)c3ccccc23)cc1NC(=O)COc1ccc(C)cc1 | -4 | 0.2 | 33 | -1.8 | -1.0 | -1 | 1 | -4 | -0.4 |
| CC(OC(=O)CNC(=O)c1ccccc1F)C(=O)Nc1nc(-c2ccccc2)cs1 (configuration not stated) | 27 | -0.5 | -43 | -0.6 | 0.6 | 1 | 2 | -6 | 1.2 |
| COCCNC(=O)Cc1ccc(Br)cc1 | -7 | 0.4 | 14 | 1.8 | -0.5 | 2 | 7 | 6 | -0.6 |
| COc1ccc(NC(=O)CSc2nc(-c3ccc(C)cc3)cc(C(F)(F)F)c2C#N)cc1 | -50 | 0.6 | 16 | 0.5 | 1.6 | -2 | 2 | 11 | -0.1 |
| COc1ccccc1OCc1nc(Cc2ccc(Cl)cc2)no1 | 12 | -1.3 | 10 | -2.4 | -0.3 | -5 | 2 | -10 | -0.2 |
| O=C(NCCC1=CCCCC1)c1cc2c(s1)CS(=O)(=O)C2 | -29 | -0.2 | 10 | 1.9 | 0.4 | -2 | 4 | -8 | -0.8 |
| O=C(c1ccc(-c2ccc(Cl)cc2Cl)o1)N1CCOCC1 | 16 | -0.3 | -17&15 | -3.4 | -0.4 | -4 | 0 | -3 | -1.2 |
| CC1OC2(C)OC(=N)C1(C#N)C(C#N)(C#N)C2c1ccccc1 (configuration not stated) | -142 | -0.1 | 10 | -0.8 | -0.1 | 3 | 7 | -17 | 0.0 |
| CCCCCCCc1ccc(C2NC(=S)NC3=C2C(=O)c2ccccc23)cc1 (configuration not stated) | -14 | 1.2 | 20 | 1.7 | 0.4 | -2 | -2 | -7 | 1.1 |
| COc1ccc(C)cc1S(=O)(=O)N(C)CC(=O)Nc1ccc2c(c1)OCCO2 | -39 | 0.3 | 8 | 1.1 | -0.8 | 2 | 3 | -7 | 0.4 |
| O=C(CSc1nnnn1-c1ccccc1)NC1CCCc2ccccc21 (configuration not stated) | 14 | -1.3 | 3 | -0.5 | -0.3 | -3 | -1 | -6 | -2.0 |
| CC(=O)Nc1ccc(S(=O)(=O)NC2=NCN(CCOC(=O)c3ccccc3)CN2)cc1 | -22 | 0.1 | -4 | 0.1 | 1.4 | -3 | 1 | -7 | 1.1 |
| O=C(CCNc1ccc(F)c(Cl)c1)c1ccco1 | 24 | 0.0 | -20 | 0.0 | 1.1 | 1 | 5 | 3 | 0.9 |
| Cc1cccc(NC(=O)c2ccc(N3CCOCC3)c([N+](=O)[O-])c2)n1 | 13 | 1.4 | -11 | 2.0 | -0.5 | 4 | 4 | -12 | 1.9 |
| Cc1ccc(CNC(=O)C(Cc2ccccc2)n2cccc2)cc1 (configuration not stated) | 14 | -1.6 | 39 | -1.8 | -0.7 | -1 | 1 | 12 | -0.3 |
| O=C(NCCc1c[nH]c2ccccc12)C(=O)NCC1OCCN1S(=O)(=O)c1ccc(F)cc1 (configuration not stated) | 21 | 0.8 | -74 | 1.0 | -0.9 | 3 | 6 | -3 | -1.6 |
| C[N+]1(CC2COC3(CCCCC3)O2)CCCCC1 (configuration not stated) | -19 | 1.2 | 20 | 1.6 | 1.0 | -6 | 5 | 3 | 2.0 |
| O=C(CCNC(=O)c1ccccc1Cl)Nc1cc(S(=O)(=O)N2CCOCC2)ccc1N1CCOCC1 | -21 | 0.9 | 3 | 1.6 | 1.2 | -2 | -12 | 1 | 1.5 |
| COc1ccc(C)cc1N(CC(N)=O)S(=O)(=O)c1ccc(C)cc1 | 13 | 0.3 | 22 | 0.3 | -0.2 | 1 | 4 | -1 | 2.3 |
| C=C(C)CSCc1nc2ccccc2[nH]1 | 4 | -0.8 | -18 | 0.7 | 0.9 | -3 | 2 | -10 | -1.6 |
| CCOC(=O)C(CCOc1cccc(CC)c1)C(=O)OCC | 10 | -0.3 | 31 | -1.1 | 0.2 | -3 | 0 | 8 | -0.9 |
| CS(=O)(=O)N(CC(=O)NCc1ccncc1)c1ccc(Cl)c(Cl)c1 | -13 | -1.1 | 23 | -1.1 | -0.1 | -3 | 2 | -6 | -0.3 |
| Cc1ccc(C2(CC(=O)O)CCOC(C)(C)C2)cc1 (configuration not stated) | -11 | 1.0 | 22 | 0.8 | 0.4 | 3 | 2 | -20 | 5.0 |
| COC(=O)CSc1ccc(S(=O)(=O)N2CCC(C)CC2)cc1[N+](=O)[O-] | -19 | 0.2 | 23 | 2.5 | 0.4 | -2 | 0 | 13 | 2.0 |
| O=C(OCn1ncc(Cl)c(Cl)c1=O)c1ccc(C(F)(F)F)cc1 | -4 | -0.3 | -7 | 1.6 | 2.5 | 0 | 2 | 5 | -3.5 |

3 compounds from above, arranged by their value in S1P4 ag, descending:
canonical_smiles	Calpain2 inh	TRPML3 agonist	EP2 modulator	PERK inhibitor	S1P4 antagonist	S1P4 ag
Cc1ccc(C2(CC(=O)O)CCOC(C)(C)C2)cc1 (configuration not stated)	-11	1.0	22	0.4	-20	5.0
COC(=O)CSc1ccc(S(=O)(=O)N2CCC(C)CC2)cc1[N+](=O)[O-]	-19	0.2	23	0.4	13	2.0
CS(=O)(=O)N(CC(=O)NCc1ccncc1)c1ccc(Cl)c(Cl)c1	-13	-1.1	23	-0.1	-6	-0.3
